Source: PubChem BioAssay (National Center for Advancing Translational Sciences (NCATS))
Tb PFK block = qHTS Assay to Find Inhibitors of T. brucei phosphofructokinase | T. brucei PFK, ADP-Glo luminescence | Potency, µM (highest dose often 57.5 µM), without a hit: top-dose activity, negative = inhibition, hits mostly inhibitors | 0.17% of 330,000 active | AID 485367, 2010;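 further: potency means the concentration at half of the fitted maximal effect; 0% = uninhibited 1x PFK enzyme wells and -100% = no-enzyme wells; nearly all actives have a fitted effect of over 60% in size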
Target sequence (O15648 whole entry, looked up): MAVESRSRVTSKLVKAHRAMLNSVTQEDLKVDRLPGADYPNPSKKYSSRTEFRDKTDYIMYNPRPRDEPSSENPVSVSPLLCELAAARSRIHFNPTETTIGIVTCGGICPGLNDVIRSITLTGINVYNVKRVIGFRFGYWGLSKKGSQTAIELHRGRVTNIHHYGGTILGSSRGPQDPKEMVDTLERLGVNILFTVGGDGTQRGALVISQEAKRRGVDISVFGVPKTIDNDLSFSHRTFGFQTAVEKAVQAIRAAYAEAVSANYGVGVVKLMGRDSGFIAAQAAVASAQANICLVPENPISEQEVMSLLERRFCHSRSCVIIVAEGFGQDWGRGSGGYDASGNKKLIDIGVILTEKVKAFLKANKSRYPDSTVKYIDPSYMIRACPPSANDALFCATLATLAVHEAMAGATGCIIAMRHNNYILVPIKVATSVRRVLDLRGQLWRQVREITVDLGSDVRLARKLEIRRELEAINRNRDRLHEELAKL
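Luminescent ADP detection (ADP-Glo, two-step: ATP depletion then ADP-to-ATP conversion for luciferase) reported PFK activity after 45 min room-temperature reaction of 1.25 nM enzyme with 0.5 mM F6P and 0.1 mM ATP at pH 8.0.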
Eya2 phos inh = qHTS Assay for Inhibitors of the Phosphatase Activity of Eya2; Protein phosphatase EYA2 (Homo sapiens), O00167; recombinant Eya2, OMFP fluorescence dephosphorylation (OMFP is methylfluorescein phosphate); Potency, µM (titrated, usually from 76.9 µM), without a hit: at the top dose activity, negative = inhibition, most hits filed as inhibitors; 0.006% of 330,000 active; further: potency means the concentration at half of the fitted maximal effect; on the % scale 0 is the no-effect control and ±100 the full control effect
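Eya2 (0.2 uM) preincubated 10 min at ambient with compound, then OMFP substrate added at 50 uM; 10 min reaction in 50 mM HEPES pH 7.5, 50 mM NaCl, 5 uM MgCl2, 0.05% BSA, 1 mM DTT. Fluorescence read at Ex 485/Em 525 nm.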
A-T KAP1 phos = qHTS Assay for Identifying a Potential Treatment of Ataxia-Telangiectasia | 0.19% of 320,000 active | Potency, µM (doses to about 57.5 µM), without a hit: top-dose activation, hits mostly activators | […] A-T fibroblasts, KAP-1 phosphorylation AlphaLISA; neocarzinostatin DNA damage 30 min before lysis; further: potency means the concentration at half of the fitted maximal effect; % of control where 0% means no effect; nearly all actives have a fitted effect of over 45% in size
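hTERT-immortalized A-T patient fibroblasts ([…]), 500 cells/well in OPTI-MEM, 1% FBS, got compounds for 60 min, then NCS for 30 min at 37C. Lysates were then assayed for phospho-KAP-1 by AlphaLISA (anti-pKAP1 donor, anti-KAP1 acceptor beads), 6 hr at 25C.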
Chronic BCR inh = qHTS Assay to Find Inhibitors of Chronic Active B-Cell Receptor Signaling; ABC-DLBCL IkBa-CBG/CBR reporter, luminescence ratio, 4 h; Potency, µM (titrated, usually from 46.1 µM), for inactives: top-dose ratio change, negative = lower green/red ratio, hits mostly inhibitors; 0.05% of 340,000 active; AID 493014, 2011; active means well fitted inhibition curve with a large enough effect in the signal ratio, with a control signal flat, not every such curve was filed as active; inconclusive means small, poorly fitted or top-dose-only effect, or effect the other way, or a change in a side signal; the % refers to the signal ratio;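 further: potency means the concentration at half of the fitted maximal effect; plate controls were basal doxycycline-induced cells for no effect and cells given 10 µM MG132 for full effect; MG132 reads +100%, hits lower the ratio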
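TMD8 ABC-DLBCL cells carrying doxycycline-inducible green luciferase fused to IkappaBalpha plus unfused red luciferase were exposed to compounds (up to 46 uM) for 4 hrs at 37C. Activity came from the overlap-corrected green/red luminescence ratio.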
TCR act = Activators of T cell receptors: qHTS campaign | primary human leukocytes, anti-CD3, IL-2 HTRF, 48 h | Potency, µM (highest dose often 9.22 µM), inactives show at the highest dose activation of IL-2 secretion, actives largely listed as activators | AID 504894, 2011 | 330,000 tested, under 10 active; further: % of control where 0% means no effect
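1) Mix primary human leukocytes, a-CD3 beads and compound. 2) Incubate 48 hr. 3) Add HTRF IL-2 reagents (a-IL-2-K, a-IL-2-d2).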
Mito fusion act = qHTS Assay for Small Molecule Inhibitors of Mitochondrial Division or Activators of Mitochondrial Fusion; 0.23% of 320,000 active; S. cerevisiae fusion-defective mutant growth rescue, CellTiterGlo 48 h; Potency, µM (titrated, usually from 46.1 µM), inactives show top-dose growth rescue (activation), usual class: activators;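 further: potency means the concentration at half of the fitted maximal effect; % of control where 0% means no effect; nearly all actives have a fitted effect of over 45% in size; temperature-sensitive fusion mutants such as fzo1-1 at 37 °C on non-fermentable ethanol glycerol medium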
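Compounds are tested for their ability to restore growth of mitochondrial fusion-defective yeast strains at non-permissive 37C in YPEG medium over 48 hours. Viability is quantified by luciferase luminescence.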
a7 integrin act = qHTS for Activators of Integrin-Mediated Alleviation for Muscular Dystrophy; alpha7betagal myoblasts, beta-gal FDG fluorescence, 48 h; Potency, µM (top dose mostly 38.3 µM), for the others: at the top dose activation, hits mostly activators; 0.064% of 350,000 active; AID 624291, 2012;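 further: potency means the concentration at half of the fitted maximal effect; 100% = response of the positive control SU9516; nearly all actives have a fitted effect of over 60% in size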
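alpha7betagal+/- myoblasts (passage 13, 250/well) treated 48 h at 37C with compounds at 1:260 dilution of DMSO stock. Lysed, then beta-galactosidase activity read as FDG fluorescence (ex 480/em 540) after 30 min, with pre-read for autofluorescence.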
S-ASM inh = Inhibitors of Secretory Acid Sphingomyelinase (S-ASM): qHTS; Potency, µM (doses to about 57.5 µM), without a hit: top-dose activity change, negative = inhibition, most hits filed as inhibitors; 0.006% of 340,000 active; placental ASM, HMU-PC fluorogenic substrate, 60 min; AID 504937, 2011; Sphingomyelin phosphodiesterase (Homo sapiens), P17405; further: potency means the concentration at half of the fitted maximal effect
Target sequence (P17405 47-631 limits assumed): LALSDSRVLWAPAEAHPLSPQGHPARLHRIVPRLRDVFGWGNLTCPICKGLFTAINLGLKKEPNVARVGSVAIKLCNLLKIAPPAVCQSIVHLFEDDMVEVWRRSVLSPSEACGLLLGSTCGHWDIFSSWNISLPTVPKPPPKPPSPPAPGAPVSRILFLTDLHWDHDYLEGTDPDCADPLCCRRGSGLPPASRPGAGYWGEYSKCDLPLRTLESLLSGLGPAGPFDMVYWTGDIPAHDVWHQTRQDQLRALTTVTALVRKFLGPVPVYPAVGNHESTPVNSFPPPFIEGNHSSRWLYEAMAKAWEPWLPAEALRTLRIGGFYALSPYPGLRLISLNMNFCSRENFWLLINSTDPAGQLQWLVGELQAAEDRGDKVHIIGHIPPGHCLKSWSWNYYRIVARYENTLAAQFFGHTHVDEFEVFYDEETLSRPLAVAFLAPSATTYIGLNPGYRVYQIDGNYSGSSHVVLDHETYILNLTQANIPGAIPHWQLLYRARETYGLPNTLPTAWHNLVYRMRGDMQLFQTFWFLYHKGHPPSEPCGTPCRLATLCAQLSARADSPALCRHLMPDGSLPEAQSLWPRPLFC
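Human placenta-derived ASM enzyme was preincubated with compound for 10 minutes at room temperature, then given fluorogenic substrate HMU-PC0 (9 uM final) for 60 minutes at 37 °C; a pH 10 stop preceded fluorescence reading at Ex 386/Em 447 nm.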
TSHR antag = Antagonists of the Thyroid Stimulating Hormone Receptor: HTS campaign | Thyrotropin receptor (Homo sapiens), P16473 | activity change, negative = inhibition, % at 11.5 µM | 0.2% of 330,000 active | TSHR-expressing cells, TSH-stimulated cAMP HTRF, 2 h; stronger effect = lower value;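 active means activity change below a set negative limit, meaning inhibition stronger than a set level, cut at about -70% in these data; inconclusive means activity change between two set negative limits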; further: on the % scale 0 is the no-effect control and ±100 the full control effect
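Freshly harvested TSHR cells receive pin-tooled compound, then EC80 TSH at 4nM final. After 2 hours at 37 deg C, antibody in lysis buffer and cAMP-d2 are added; 30 minutes at ambient temperature precede the HTRF read.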
ELG1 repair inh = qHTS screen for small molecules that inhibit ELG1-dependent DNA repair in human embryonic kidney (HEK293T) cells expressing luciferase-tagged ELG1 | HEK293T ELG1-luciferase reporter, luminescence, 16 h; DNA damage induced by 5-fluorouridine | Potency, µM (highest dose often 46.1 µM), without a hit: at the top dose activity change, negative = inhibition, actives largely listed as inhibitors | 2.3% of 330,000 active | AID 504467, 2011; further: potency means the concentration at half of the fitted maximal effect; on the % scale 0 is the no-effect control and ±100 the full control effect; nearly all actives have a fitted effect of over 55% in size
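5-Fluorouridine DNA damage + compound/DMSO, 2,000 cells/well, 16 h, 37 °C/5% CO2. ONE-Glo, 30 min RT, luminescence. Readout = decrease in reporter signal.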
PTAP TSG101 blk = qHTS Assay for Iinhibitors of HIV-1 Budding by Blocking the Interaction of PTAP/TSG101 | Tumor susceptibility gene 101 protein (Homo sapiens), Q99816 | Fluorescence polarization, FITC-PTAP peptide / Tsg101 binding | Potency, µM (top dose mostly 115 µM), for the others: at the top dose activity change, negative = inhibition, usual class: inhibitors | 340,000 tested, under 10 active | AID 493005, 2010; active means well fitted inhibition curve with a large enough effect in the main read-out, with a control signal flat, not every such curve was filed as active; inconclusive means small, poorly fitted or top-dose-only effect, or effect the other way, or a change in a side signal; inactive means no such curve, though single readings can be large or run the other way; further: potency means the concentration at half of the fitted maximal effect; % of control where 0% means no effect
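Fluorescence anisotropy tracks displacement of a FITC-tagged PTAP peptide (50 nM) from the Tsg101 binding domain (10 uM), following a 20 min room-temperature incubation at pH 7.5.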
* marks the source's active call; other numbers are inactive results; ? = inconclusive; nt = not tested or not shown; [ ] = another dose, or the depositor's remark. Unless noted, the call rests on the fitted dose curve; in most records, active means well fitted curve in the direction sought with a large enough effect; inconclusive means small, poorly fitted or top-dose-only effect, or another doubt; inactive means no such curve, though single readings can be large; an effect the other way counts as inactive or inconclusive.

SMILES | Tb PFK block | Eya2 phos inh | A-T KAP1 phos | Chronic BCR inh | TCR act | Mito fusion act | a7 integrin act | S-ASM inh | TSHR antag | ELG1 repair inh | PTAP TSG101 blk
O=C(O)c1ccccc1N/C=C\[N+](=O)[O-] | ? | -3% | -2% | -18% | 0% | 4% | -13% | 1% | 7 | 2% | -3%
CCN(CC(=O)Nc1c(F)cccc1F)C(=O)CNC(=O)c1ccco1 | -21% | -10% | -13% | ? | 2% | -1% | 12% | 2% | 14 | 24% | -4%
CCN(CC)C(=O)[C@H]1C[C@H](CC(=O)NCc2cccc(C(F)(F)F)c2)C(=O)N2CCc3c([nH]c4ccc(Cl)cc34)[C@]12C | 3% | -24% | 7% | ? | 2%[46.1 µM] | nt | -44% | -24% | 12 | ? | -2%
CCOC(=O)C(C)n1cnc2c(nnn2-c2cccc(Cl)c2)c1=O (stereo not given) | 2% | 3% | 4% | ? | -2% | 6% | 6% | 0% | 5 | 0% | 4%
CSCC[C@H](NC(=O)OC(C)(C)C)c1nnc(SCC(=O)Nc2ccc(C)cc2C)o1 | 0% | -3% | -4% | -1% | -4% | -1% | -4% | -4% | -9 | ? | -6%
c1ccc(SCCOCCn2cncn2)cc1 | -6% | -8% | -9% | 6% | 1% | -3% | -2% | 7% | -9 | 10% | 1%
O=C(Nc1ccccc1N1CCOCC1)c1ccc(OCc2cscn2)cc1 | -1% | 3% | 2% | 0% | -6% | 7% | 13% | -2% | -10 | -21% | -3%
CCC(Sc1nncn1C)C(=O)Nc1ccccc1OC (stereo not given) | -14% | 11% | 5% | 3% | nt | 7% | 2% | -1% | 18 | 12% | -2%
O=C(Cn1cc(/C=C\[N+](=O)[O-])c2ccccc21)Nc1ccccc1 | -3% | -12% | 2% | ? | 11% | -1% | -58%[inhibitor] | -7% | 11 | ? | -2%
Cc1cccc(NC(=S)NC(C)C(c2cccs2)N2CCN(C)CC2)c1C (stereo not given) | 1% | 9% | 1% | 1% | -7% | -2% | 0% | 0% | -4 | 14% | 0%
CCOC(=O)c1c(NC(=O)CN2CCOCC2)sc2c1CCCC2=O | 0% | -8% | 2% | 6% | 2% | -5% | 1% | 2% | -7 | -27% | -4%
CN1C(=C2C(=O)OC(C)(C)OC2=O)Sc2ccccc21 | 2% | -2% | -4% | -1% | -13% | -2% | -9% | -1% | -10 | ? | -5%
COc1ccc(-c2nnn(CCc3nn[nH]n3)n2)cc1OC | 0% | -29% | ? | 10% | -5% | -3% | 13%[7.66 µM] | 0% | 11 | 10% | -6%
Cc1nc(C(F)(F)F)ccc1C(=O)N1CCCCC1 | -3% | -1% | 3% | 5% | -1% | 1% | -23% | 1% | -3 | -6% | 0%
O=C(N/N=C/c1ccncc1)c1cccc(N/N=C/c2ccncc2)c1 | 0% | -3% | 3% | ? | 6% | -4% | 16% | -4% | -3 | 9% | -12%
O=C(O)c1ccc(N2C(=O)CC(N3CCN(c4cccc(C(F)(F)F)c4)CC3)C2=O)cc1 (stereo not given) | 16% | 1% | 5% | 2% | -5% | -2% | 10% | -1% | -11 | 15% | 2%
CCC/C(=N\NC(=O)CNC(=O)c1ccc(Cl)cc1)c1ccccc1 | 0% | -10% | -2% | 1% | 1% | -3% | ? | 0% | 24 | -7% | 0%
Cc1cccc(C(C)C)c1NC(=O)CSc1cccc[n+]1[O-] | 0% | -4% | 4% | -2% | 6%[46.1 µM] | nt | 21% | 6% | 34 | 7% | -3%
Cc1ccc(-c2cc(C(=O)N3CCN(c4ncccn4)CC3)c3cc(Br)ccc3n2)o1 | -22% | 7% | 6% | ? | -2% | 1% | 7% | 401%[activator] | -6 | ? | 2%
CC1=C(C(=O)OC(C)(C)C)C(c2ccco2)C(C#N)=C(N)O1 (stereo not given) | 1% | -6% | 1% | 0% | 1% | -4% | -8% | -2% | -2 | 16% | -3%
CCOc1ccccc1OCCCC(=O)NCCc1ccc(S(N)(=O)=O)cc1 | 0% | 1% | 0% | 1% | 5% | 0% | 4% | 3% | 3 | 4% | 0%
CC1CCc2nn(CC(=O)Nc3c(F)cc(F)cc3Br)cc2C1 (stereo not given) | -1% | 12% | -7% | ? | 7% | 2% | 8% | 1% | -7 | 0% | 2%
Cc1ccc(NC(=O)/C=N/OCC(=O)NCc2ccccc2Cl)cc1 | 2% | -27% | -4% | ? | -7% | 2% | -18% | -2% | 3 | -14% | -9%
CC(NC(=O)C1CCC1)c1ccc(Cl)cc1 (stereo not given) | 7% | -12% | 1% | 11% | -6% | -1% | 7% | 0% | -2 | 3% | -6%
CN(CC(=O)Nc1ccc(F)c(F)c1F)C(=O)C1CCN(C(=O)Nc2ccccc2)CC1 | -3% | -6% | 0% | 7% | 1% | -4% | 3% | -1% | 5 | 11% | -4%
CCN(CC)S(=O)(=O)c1cccc2c(N(C)C)cccc12 | 5% | 2% | 18% | -1% | -4% | -4% | -23% | 12% | -5 | 1% | -3%
Cc1noc(C)c1COC(=O)COc1ccc(C#N)cc1 | -6% | 5% | 8% | 6% | -2% | -3% | -34% | -2% | -12 | 3% | -8%
CN(Cc1ccccc1)C(=O)COC(=O)c1cc(=O)[nH]c2ccccc12 | 7% | -17% | 2% | ? | -3% | nt | -1% | 16% | -6 | ? | -5%
O=C(Nc1ccc(Cl)cc1C(F)(F)F)C(Sc1nnc(-c2cccs2)o1)c1ccccc1 (stereo not given) | -2% | -9% | -4% | ? | 6%[46.1 µM] | 1% | -10% | -1% | -3 | -22% | -6%
COc1ccc(C2(C)NC(=O)N(CC(=O)Nc3ccc(S(=O)(=O)N4CCCC4)cc3)C2=O)cc1 (stereo not given) | -1% | -19% | 8% | 0% | -1% | -3% | -22% | -3% | 6 | -10% | -1%

Three neighbouring compounds already listed, quoted:
SMILES | Tb PFK block | Eya2 phos inh | A-T KAP1 phos | Chronic BCR inh | TCR act | Mito fusion act | a7 integrin act | S-ASM inh | TSHR antag | ELG1 repair inh | PTAP TSG101 blk
CN(Cc1ccccc1)C(=O)COC(=O)c1cc(=O)[nH]c2ccccc12 | 7% | -17% | 2% | ? | -3% | nt | -1% | 16% | -6 | ? | -5%
O=C(Nc1ccc(Cl)cc1C(F)(F)F)C(Sc1nnc(-c2cccs2)o1)c1ccccc1 (stereo not given) | -2% | -9% | -4% | ? | 6%[46.1 µM] | 1% | -10% | -1% | -3 | -22% | -6%
COc1ccc(C2(C)NC(=O)N(CC(=O)Nc3ccc(S(=O)(=O)N4CCCC4)cc3)C2=O)cc1 (stereo not given) | -1% | -19% | 8% | 0% | -1% | -3% | -22% | -3% | 6 | -10% | -1%

Fetched by structure from the entries so far (2):
SMILES | Tb PFK block | Eya2 phos inh | A-T KAP1 phos | Chronic BCR inh | TCR act | Mito fusion act | a7 integrin act | S-ASM inh | TSHR antag | ELG1 repair inh | PTAP TSG101 blk
CCN(CC)C(=O)[C@H]1C[C@H](CC(=O)NCc2cccc(C(F)(F)F)c2)C(=O)N2CCc3c([nH]c4ccc(Cl)cc34)[C@]12C | 3% | -24% | 7% | ? | 2%[46.1 µM] | nt | -44% | -24% | 12 | ? | -2%
O=C(Nc1ccccc1N1CCOCC1)c1ccc(OCc2cscn2)cc1 | -1% | 3% | 2% | 0% | -6% | 7% | 13% | -2% | -10 | -21% | -3%
